Screens deposited in PubChem BioAssay by National Center for Advancing Translational Sciences (NCATS).
ERG-DNA inh: qHTS for Small Molecule Inhibitors of the ERG Ets/DNA interaction; fluorescence polarization, His-ERG Ets domain / labelled DNA; Transcriptional regulator ERG (Homo sapiens), P11308; 370,000 compounds, 0.028% hits; Potency, µM (highest dose often 76.9 µM), for inactives: at the highest dose FP activity, negative = inhibition, actives largely listed as inhibitors; active = well fitted inhibition curve with a large enough effect in the polarisation, with a control signal flat; inconclusive = small, poorly fitted or top-dose-only effect, or effect the other way, or a change in a side signal; inactive = no such curve, though single readings can be large or run the other way; the % refers to the polarisation;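 note: polarization taken with two DNA probes labelled with fluorescein and Texas red; potency is the fitted concentration of half-maximal effect; % of control where 0% means no effect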
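His-tagged ERG Ets domain (1 uM in the protein solution; 300mM KCl, 50mM Tris-HCl, 1mM EDTA, 1mM DTT, pH 7.5) received compound, then a probe mix of 5 nM fluorescein-DNA and 100nM Texas-615-DNA. Fluorescence polarization was read for both dyes.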
GRP78 ERSR act: qHTS for Inducers of the Endoplasmic Reticulum Stress Response (ERSR) in Human Glioma: qHTS; U87-MG GRP78 promoter luciferase reporter, 16 h; Potency, µM, inactives show at the top dose activation, usual class: activators; 420,000 compounds, 0.02% hits; note: potency is the fitted concentration of half-maximal effect; series mostly up to about 76 µM; % of control where 0% means no effect; nearly all actives have a fitted effect of over 35% in size
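ERSR induction read as luciferase luminescence (Bright-Glo, 10 min at room temperature) in stably transfected human U87-MG glioma cells exposed to compounds for 16 h, using GRP78 as sensor.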
LDHA block: qHTS assay for inhibitors of human lactate dehydrogenase | L-lactate dehydrogenase A chain (Homo sapiens), P00338 | purified LDHA, NADH/diaphorase-resazurin fluorescence; hits give low values | activity change, % (values are at about 110 or 230 µM) | 480,000 compounds, 0.15% hits | AID 1347041, 2019; in the data active = activity change below about -30%; inconclusive = mostly about -25% to -30%;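 note: plate controls were DMSO wells for no effect and wells without enzyme for full effect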
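LDH5 2 nM; NADH 0.06 mM, pyruvate 0.2 mM; 200 mM Tris pH 7.4, EDTA, Tween-20; 5 min RT. Detection: diaphorase 0.133 mg/mL + resazurin 37 µM, fluorescence ex540/em590 at 0 and 20 min; normalized to enzyme-free and DMSO wells.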
D2 antagonist: HTS Assay for Allosteric Antagonists of the Human D2 Dopamine Receptor: Primary Screen for Antagonists; HEK293 TREx D2 cells, calcium flux, dopamine EC80; 340,000 compounds, 2% hits; inhibition, % at 10 µM; in the data active = inhibition above about 30%; note: 0% is about no effect
Target sequence (P14416 whole entry, looked up): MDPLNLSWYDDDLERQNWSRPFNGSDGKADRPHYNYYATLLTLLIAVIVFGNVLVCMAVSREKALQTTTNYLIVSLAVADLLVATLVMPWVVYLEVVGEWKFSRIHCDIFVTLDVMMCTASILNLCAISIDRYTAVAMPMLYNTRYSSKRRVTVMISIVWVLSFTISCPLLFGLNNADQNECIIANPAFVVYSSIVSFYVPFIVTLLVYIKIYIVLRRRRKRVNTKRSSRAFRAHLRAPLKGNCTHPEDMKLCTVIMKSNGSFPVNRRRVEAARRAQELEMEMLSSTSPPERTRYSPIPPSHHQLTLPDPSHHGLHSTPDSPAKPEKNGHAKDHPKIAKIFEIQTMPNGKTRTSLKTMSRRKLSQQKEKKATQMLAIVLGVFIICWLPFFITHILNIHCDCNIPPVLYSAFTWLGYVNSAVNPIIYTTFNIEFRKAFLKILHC
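Dopamine at EC80 is the agonist stimulus; test compounds precede it by 180 s. Calcium flux read kinetically in a force-coupled, inducible HEK293 T-REx D2 cell line.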
D2 agonist: HTS Assay for Allosteric Agonists of the Human D2 Dopamine Receptor: Primary Screen for Agonists; 340,000 compounds, 0.53% hits; HEK293 T-REx D2 cells, calcium flux agonist mode; D(2) dopamine receptor (Homo sapiens), P14416; activation, % at 2 µM;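 active = activation over 3 SD above normal in the single-dose calcium agonist read, cut at about 30% in these data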; note: 0% is about no effect
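HEK293 Trex D2 cells, tetracycline-induced, o/n 30 C 5% CO2; no-wash Ca dye, RT 30–90 min; 10-cycle baseline, 23 nl cpd added, kinetic Ca read 180 s; agonist hits = positive Ca response.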
Vif-A3G inh: qHTS for Inhibitors of Vif-A3G Interactions: qHTS. Potency, µM (series often up to 46.1 µM), without a hit: at the top dose activity, negative = active, most hits filed as inhibitors. AID 602310, 2012. 410,000 compounds, 0.076% hits. HeLa A3G-eYFP + Vif (tagged APOBEC3G with the HIV-1 protein that degrades it), YFP fluorescence, overnight;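 note: potency is the fitted concentration of half-maximal effect; % is set by controls: 0 for no effect and ±100 for the full control effect; nearly all actives have a fitted effect of over 60% in size; hits raise eYFP signal because A3G escapes Vif-driven loss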
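HeLa cells stably expressing Vif and C-terminally eYFP-tagged A3G, seeded overnight at 37 deg C, then exposed to compound by pintool overnight at 37 deg C. Rise in yellow fluorescence (Ex 488/Em 500-530, Acumen) marks blocked Vif-driven A3G degradation.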
Vif-A3F inh: qHTS for Inhibitors of Vif-A3F Interactions: qHTS; HeLa A3F-eYFP + Vif (tagged APOBEC3F with the HIV-1 protein that degrades it), YFP fluorescence increase; Potency, µM (top dose mostly 46.1 µM), for the others: at the top dose activity, negative = active; 390,000 compounds, 0.2% hits; note: potency is the fitted concentration of half-maximal effect; % of control where 0% means no effect; nearly all actives have a fitted effect of over 65% in size
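Fluorescence increase (Ex 488/Em 500-530) after overnight compound treatment at 37 deg C flags inhibition of Vif-driven A3F-eYFP loss in stable HeLa A3F-eYFP/Vif cells seeded overnight beforehand.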
RGS4 inh: Inhibitors of Regulator of G Protein Signaling (RGS) 4: qHTS | Regulator of G-protein signaling 4 (Homo sapiens), P49798 | Transcreener GDP fluorescence polarization, RGS4-accelerated GTP hydrolysis | Potency, µM (doses to about 114 µM), for the others: at the highest dose activity change, negative = inhibition, usual class: inhibitors | 390,000 compounds, 0.039% hits | AID 504845, 2011; note: potency is the fitted concentration of half-maximal effect; % is set by controls: 0 for no effect and ±100 for the full control effect; nearly all actives have a fitted effect of over 75% in size; some results filed as inactive show a strong effect at the top dose
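MLSMR compounds (23 nl, pin-transferred) preincubated 10 min at room temperature with a 500nM (2x) first reagent, then RGS4 at 900nM (2x) plus Transcreener GDP mix added; fluorescence polarization (620/688 nm) read before and after 90 min at 30 °C.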
12-LOX inh: Primary qHTS assay for inhibitors of human arachidonate 12S-lipoxygenase (ALOX12): Round 2; Polyunsaturated fatty acid lipoxygenase ALOX12 (Homo sapiens), P18054; purified 12hLO, xylenol orange hydroperoxide absorbance; Potency, µM (titrated, usually from 108 µM), for inactives: at the highest dose activity change, negative = inhibition, usual class: inhibitors; 580,000 compounds, 1.1% hits; AID 1671190, 2021; note: potency is the fitted concentration of half-maximal effect; % is set by controls: 0 for no effect and ±100 for the full control effect
Target sequence (P18054 whole entry, looked up): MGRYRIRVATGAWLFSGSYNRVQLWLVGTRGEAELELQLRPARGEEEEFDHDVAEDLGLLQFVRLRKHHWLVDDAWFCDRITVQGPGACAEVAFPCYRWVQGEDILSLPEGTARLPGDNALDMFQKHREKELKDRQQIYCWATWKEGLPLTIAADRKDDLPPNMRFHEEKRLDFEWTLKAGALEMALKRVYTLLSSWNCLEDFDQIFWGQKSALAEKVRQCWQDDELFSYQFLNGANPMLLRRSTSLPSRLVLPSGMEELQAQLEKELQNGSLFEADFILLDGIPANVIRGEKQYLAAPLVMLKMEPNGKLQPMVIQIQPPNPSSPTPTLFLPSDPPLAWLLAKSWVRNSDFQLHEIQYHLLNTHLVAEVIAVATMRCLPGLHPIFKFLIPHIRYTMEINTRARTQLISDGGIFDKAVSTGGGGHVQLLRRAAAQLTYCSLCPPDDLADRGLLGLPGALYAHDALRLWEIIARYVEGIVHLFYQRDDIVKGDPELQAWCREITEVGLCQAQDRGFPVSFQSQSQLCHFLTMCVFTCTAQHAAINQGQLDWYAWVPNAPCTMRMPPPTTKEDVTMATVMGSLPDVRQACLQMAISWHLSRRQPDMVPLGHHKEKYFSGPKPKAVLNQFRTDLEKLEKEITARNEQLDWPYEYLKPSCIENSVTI
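Hydroperoxide product was detected by ferrous iron/xylenol orange as the 573 to 405 nm absorbance ratio. Arachidonic acid at 40 uM (final) was turned over for 30 min at room temperature by 150 nM human 12hLO, pH 7.0 Hepes buffer, after 15 min compound preincubation.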
* marks the source's active call; other numbers are inactive results; ? = inconclusive; / = no result given; & = joins results of further samples; [ ] = another dose, or the depositor's remark. Unless noted, calls come from the whole dose curve; as a rule, active = well fitted curve in the direction sought with a large enough effect; inconclusive = small, poorly fitted or top-dose-only effect, or another doubt; inactive = no such curve, though single readings can be large; an effect the other way counts as inactive or inconclusive.

| SMILES | ERG-DNA inh | GRP78 ERSR act | LDHA block | D2 antagonist | D2 agonist | Vif-A3G inh | Vif-A3F inh | RGS4 inh | 12-LOX inh |
| --- | --- | --- | --- | --- | --- | --- | --- | --- | --- |
| COc1ccc(C(=O)C(c2ccccc2)N2CCOCC2)cc1 (configuration not stated) | 5% | -4% | -2 | -2 | -0.2 | 2% | -7% | -6% | ? |
| O=C(O)C(=Cc1ccc([N+](=O)[O-])cc1)CCc1ccccc1 | / | -3% | -4 | / | / | 0% | -6% | / | -18% |
| CCOC(=O)N1CCC(NC(=O)CN2C(=O)COc3ccc(C(C)(C)C)cc32)CC1 | / | -3% | -3 | -9 | -0.9 | -5% | 0% | 29% | -8% |
| Cc1cccc(Cn2c(COc3ccc(Cl)cc3)nc3ccccc32)c1 | -2% | / | -13 | / | 1.0 | / | / | 22% | -11% |
| CCc1nc2c(cnn2-c2ccc(Cl)cc2)c(=O)n1-c1ccc(OC)c(Cl)c1 | 1% | -3% | -20 | / | 0.5 | 2% | -1% | 2% | ? |
| C=CCn1c(Cc2c[nH]c3ccccc23)n[nH]c1=S | / | -3% | -8 | 0 | 0.6 | -6% | -2% | -7% | -28% |
| Cc1c(NS(=O)(=O)c2cc(C(=O)NCC3CCCO3)cc(Cl)c2Cl)c(=O)n(-c2ccccc2)n1C (configuration not stated) | 1% | 2% | -6 | -17 | -0.2 | 0% | -9% | -10% | 0% |
| Cc1ccc(C(=O)N2CCCC(Nc3cccc(F)c3)C2)cc1N1CCNC1=O (configuration not stated) | 5% | -3% | -3 | 1 | 0.3 | 0% | -13% | 13% | 426%[activator] |
| COc1ccc(-c2nc3ccccc3nc2-c2ccc(OC)cc2)cc1 | 11% | -4% | -4 | 2 | 2.5 | 11% | -6% | -4% | 0% |
| O=C1c2cccc([N+](=O)[O-])c2C(=O)N1CCO | 0% | 0% | 1 | 6 | 0.6 | -3% | 4% | -10%[11.4 µM] | -5% |
| O=C(c1ccccc1Br)N1CCn2c1nc1ccccc12 | 4% | -2% | -5 | -19 | 13 | 2% | 6% | 8% | -5% |
| CCOc1ccc(CNc2nnnn2C)cc1 | 12% | -2% | -5 | -2 | -0.7 | -7% | 5% | -14% | -51% |
| O=C(NCCn1cc(SCC(=O)N2CCOCC2)c2ccccc21)c1ccccc1 | -8% | 4% | -10 | -28 | -0.3 | -3% | -1% | 2% | 17% |
| COc1cccc(-c2c(-c3cc(OC)cc(OC)c3)n(C)c3ccc(-c4cccc5[nH]ccc45)cc23)c1 | 23% | -5% | 0 | -7 | 1.4 | 1% | 0% | 2% | 0% |
| COc1ccc(C(=O)OCC(=O)NC2CC2)cc1 | / | -4% | 1 | / | / | -2% | 1% | / | ? |
| O=[N+]([O-])c1ccc(N2CCN(c3ccc(O)cc3)CC2)c(Cl)c1 | 0% | -1% | 21 | -7 | 2.1 | -1% | -2% | ? | ? |
| O=C(CN1C(=O)COc2ccc(S(=O)(=O)N3CCOCC3)cc21)N1CCN(c2cccc(C(F)(F)F)c2)CC1 | 4% | -5% | -5 | / | 0.5 | 4% | -8% | 4% | -8% |
| O=C(NCc1ccccn1)C1CCCN(S(=O)(=O)c2cccc3nsnc23)C1 (configuration not stated) | 7% | -4% | 1 | -2 | -1.7 | -2% | -4% | 8%[11.4 µM] | 7% |
| CCN(CC)S(=O)(=O)c1cccc(-c2nnc(SCC(=O)NC)n2CCc2ccccc2)c1 | -7% | 1% | -9 | 6 | -0.1 | 1% | -2% | 1% | 8% |
| COC(=O)C1=C(C)NC(C)=C(C(=O)OC)C1C(=O)OC(C)C(=O)c1ccccc1 (configuration not stated) | -17%&0% | -2%&-2% | -1&-3 | -8&-23 | -0.9&1.0 | -20%&0% | 6%&15% | -7%&5% | 310%&51%[activator] |
| CCOC(=O)c1sc(C)c2c1NC(C)(c1cccs1)NC2=O (configuration not stated) | -3% | 3% | -1 | -7 | -0.7 | -14% | -7% | 48% | 17% |
| C=CCC1(CC=C)CCCN1C(=O)CC1C(=O)NCCN1Cc1cc(OC)cc(OC)c1 (configuration not stated) | -14% | -4% | 1 | -7 | 1.0 | 5% | 1% | -11% | 3% |
| Cn1c(=O)n(-c2cccc(Cl)c2)c(=O)c2sc3ccccc3c21 | -4% | 1% | -7 | / | 0.1 | -3% | 10% | -9% | -11% |
| O=C(COC(=O)c1ccco1)Nc1cccc(Br)c1 | 1% | -5% | -4 | -1 | 0.1 | 1% | / | 32% | 12% |
| CN(C)c1ccc(/C=N/n2ncc3ccccc32)cc1 | / | -5% | 2 | 1 | -0.9 | -1% | 0% | -6% | / |
| COC(=O)c1ccc(-n2c(/C=C/c3cc(OC)c(OC)c(OC)c3)nc3cc(Cl)ccc3c2=O)cc1 | -7% | -4% | -1 | / | 0.7 | -22% | -4% | 15% | -10% |
| CCOc1ccc(N2CC(C(=O)NCc3ccccc3)CC2=O)cc1 (configuration not stated) | -3% | -1% | -2 | -1 | 1.1 | 3% | 9% | 18% | 1% |
| O=C(NCC(=O)N(c1ccccc1)C(C(=O)NC1CCCC1)c1ccncc1)c1ccco1 (configuration not stated) | 15% | -2% | -4 | / | / | -1% | 1% | 11% | 2% |
| O=C(N/N=C/c1c(Cl)cccc1Cl)c1ccccc1F | -6% | 3% | -4 | / | / | 0% | 16% | 6% | -9% |
| Cc1ccc2c(c1)N(C(=O)CCC(=O)NC1CCC(C)CC1)CCO2 (configuration not stated) | -7% | -1% | 1 | -2 | 0.5 | 2% | -3% | 0% | 15% |
| CC1=C(C(=O)Nc2ccc(C(=O)N3CCN(c4ccccc4F)CC3)cc2)SCCO1 | 4% | -3% | -15 | 7 | -0.9 | 0% | 4% | -36%[56.9 µM] | -15% |
| COc1ccccc1NC(=O)CN1C(=O)CCS(=O)(=O)c2ccccc21 | -5% | -5% | 9 | 3 | 0.1 | -7% | 7% | -16% | 159%[activator] |
| c1ccc(COc2ccc(OCCCN3CCCC3)cc2)cc1 | 10% | -10% | -6 | 11 | 0.3 | 0% | -2% | 12% | -22% |
| COc1ccccc1-c1nnc(SCC(=O)c2ccc(F)cc2)n1-c1ccccc1 | 1% | -1% | 0 | / | -0.3 | 4% | -2% | -11% | 3% |
| O=C1CCC(C(=O)N2CCOCC2)CN1Cc1cccc(C(F)(F)F)c1 (configuration not stated) | 8% | -7% | -6 | -3 | 0.3 | -4% | 0% | -1%[11.4 µM] | 4% |
| COc1ccccc1NC(=O)C1=C(C)Nc2nc(SCc3ccccc3F)nn2C1c1cccnc1 (configuration not stated) | 1% | -2% | 2 | / | -0.1 | -3% | -6% | -4% | ? |
| Cc1nc(C(C)N(C)Cc2c(C(=O)N3CCCCC3)nc3c(C)cccn23)c(C)s1 (configuration not stated) | -3% | -2% | -2 | 13 | 1.4 | -8% | -16% | 19% | 2% |
| CN(C(=O)CN1C(=O)/C(=C/c2ccccc2Cl)SC1=S)C1CCS(=O)(=O)C1 (configuration not stated) | 14% | -5% | -13 | 6 | -0.1 | 5% | 8% | -26% | 0% |
| O=C(CCN1C(=O)/C(=C/c2ccco2)SC1=S)Nc1ccc(C(=O)O)c(O)c1 | 96%[activator] | -1% | 24 | 0 | 1.3 | 1% | 9% | ? | ? |
| O=C(CSc1nc2c(c(=O)[nH]1)CCC2)Nc1cccc(O)c1 | -6% | / | -4 | / | -1.4 | / | / | 7% | ? |
| COc1ccc(C(=O)O/N=C(\N)Cc2ccc(Cl)cc2Cl)cc1OC | 7% | -14% | -3 | -8 | 0.6 | -5% | 1% | -14% | 7% |
| CC(=O)n1cc([C@@H]2C=C(C(=O)N3CCN(Cc4ccc5c(c4)OCO5)CC3)O[C@H](OCCCCO)C2)c2ccccc21 | -23% | -3% | 0 | / | / | -8% | 2% | -9% | 7% |
| Cc1cccc(NC(=O)c2cnc3n(c2=O)CCS3)c1 | -12% | -2% | -5 | -4 | -0.2 | 1% | 0% | -6% | 1% |
| O=C(COC(=O)CCC(=O)c1ccc(F)cc1)Nc1ccc2[nH]c(=O)[nH]c2c1 | / | -4% | -3 | -5 | 0.1 | 0% | -2% | -22% | -21% |
| O=C1c2oc3ccccc3c(=O)c2C(c2cccs2)N1CCCN1CCOCC1 (configuration not stated) | -18% | -1% | 3 | 5 | 1.3 | -4% | 0% | -37% | 12% |
| COc1ccc(CNc2ncnc3nc[nH]c23)cc1OC | / | -2%&-3% | 2&0 | / | / | 1%&1% | / | -12%&-1% | / |

Only part of the results is shown (hit frequency here may not be typical).
